Bioassay records from PubChem BioAssay.
ROMK mod: modulates human ROMK potassium channel activity; P48048; Tet-inducible ROMK, thallium flux fluorescence; actives lie on both sides; B-score at 10 µM; 130,000 tested, 2% active;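 active means signal ratio slope over the read window, or its plate-corrected B-score, at least 3 SD from the plate mean, either direction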;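 further: B-score of the F/F0 ratio slope over 7 to 12 s after thallium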
Target sequence (P48048 whole entry, looked up): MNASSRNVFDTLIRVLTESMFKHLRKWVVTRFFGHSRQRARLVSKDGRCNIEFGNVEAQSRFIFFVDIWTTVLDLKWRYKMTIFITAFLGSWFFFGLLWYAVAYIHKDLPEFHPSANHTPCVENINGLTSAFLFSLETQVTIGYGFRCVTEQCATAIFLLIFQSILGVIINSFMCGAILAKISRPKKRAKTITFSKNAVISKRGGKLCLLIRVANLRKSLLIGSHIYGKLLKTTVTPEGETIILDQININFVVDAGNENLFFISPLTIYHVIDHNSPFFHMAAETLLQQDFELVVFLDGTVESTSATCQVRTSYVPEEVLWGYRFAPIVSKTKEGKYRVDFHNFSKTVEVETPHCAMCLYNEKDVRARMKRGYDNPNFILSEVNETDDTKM
STAT1 activator: increases IFN-gamma driven STAT1 reporter signal; NIH 3T3 STAT1-luciferase reporter, luminescence; 100% = IFN-gamma alone, no compound; activation (% of control), % at 5.5 µM; 200,000 tested, 2.6% active; AID 932;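 active means activation above the screen-wide mean activation plus 3 SD, cut at about 130% in these data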;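 further: raw ratio to IFN-gamma control signal so 100% means no change and 0% no light; values of inactives mirror those of a sister screen read the other way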
APP 5'UTR act: APP 5'UTR luciferase reporter activation; activation, % at 2 µM; 190,000 tested, 1% active; SH-SY5Y APP 5'UTR luciferase reporter, luminescence; zero percent = DMSO vehicle wells;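 active means activation above a set limit, based on mean plus 3 SD of controls, cut at about 140% in these data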; further: values of inactives mirror those of a sister screen read the other way
FLuc stim CS: affects firefly luciferase, flagging false hits in luciferase stimulation screens; ATPlite luciferase biochemical, luminescence, 10 min; 0 = ATP-free wells, 1 = DMSO control; 200,000 tested, under 10 active; activation factor at 10 µM; AID 1027;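 active means luciferase activation factor, scaled between plate controls, of at least 2 with compound at 10 µM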
Target sequence (P08659 whole entry, looked up): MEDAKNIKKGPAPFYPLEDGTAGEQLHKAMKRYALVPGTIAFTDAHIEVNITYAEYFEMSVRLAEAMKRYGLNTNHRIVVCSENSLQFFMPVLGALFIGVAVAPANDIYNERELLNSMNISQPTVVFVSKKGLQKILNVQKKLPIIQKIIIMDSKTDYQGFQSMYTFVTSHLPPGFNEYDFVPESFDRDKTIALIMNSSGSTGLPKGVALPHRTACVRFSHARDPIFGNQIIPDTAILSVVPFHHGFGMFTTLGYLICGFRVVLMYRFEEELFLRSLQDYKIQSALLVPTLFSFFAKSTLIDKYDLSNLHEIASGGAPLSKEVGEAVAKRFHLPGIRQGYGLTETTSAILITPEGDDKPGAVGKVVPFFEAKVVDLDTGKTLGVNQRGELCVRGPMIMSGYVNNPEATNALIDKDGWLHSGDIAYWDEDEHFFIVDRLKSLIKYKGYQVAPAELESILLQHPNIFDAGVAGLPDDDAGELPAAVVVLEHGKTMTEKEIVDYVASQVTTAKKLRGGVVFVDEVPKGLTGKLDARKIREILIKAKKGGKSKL
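System: luciferase plus luciferin reagent, cell-free; medium: PBS as buffer for the ATP substrate; dosing: test compounds dosed from 2 mM stocks in 100% DMSO; timing: 10 min post-reagent at room temperature; measured by: luminescence measurement of luciferase light output; evaluation: luciferase activation, seen as luminescence increase over controls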
APP transl inh: APP translation inhibition. SH-SY5Y APP 5'UTR-luciferase reporter, luminescence. inhibition, % at 2 µM. 190,000 tested, 0.82% active. AID 1285;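 active means inhibition above a set limit, derived from the sample mean plus 3 SD, cut at about 45% in these data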; further: values of inactives mirror those of a sister screen read the other way
STAT1 inh: reduces IFN-gamma driven STAT1 reporter signal; NIH 3T3 STAT1-luciferase reporter, luminescence; 200,000 tested, 0.35% active; AID 920; inhibition, % at 5.5 µM;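 active means inhibition above a set limit, the mean inhibition across all tested compounds plus 3 SD, cut at about 34% in these data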;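 further: 0% = IFN-gamma with DMSO and 100% = IFN-gamma with 300 µM nifuroxazide; values of inactives mirror those of a sister screen read the other way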
NF-kB neuron act: compounds increasing NF-kB expression in human neuronal cells; NF-kB reporter expression; active compounds read high; fold change at 12.5 µM; 190,000 tested, 1.6% active; AID 1239; in the data active means fold change above about 3.3
FLuc inh counter: inhibits firefly luciferase, flagging false hits in luciferase inhibition screens; P08659; ATPLite firefly luciferase biochemical luminescence, 10 min; inhibition, % at 10 µM; 200,000 tested, 1.5% active;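 active means inhibition above about 50% when tested at 10 µM, limit read from the data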
STAT3 act: increases IL-6 driven STAT3 reporter signal; activation (% of control), % at 5.6 µM; U3A cells, IL-6 STAT3-luciferase reporter, luminescence; 100% = signal with IL-6 EC80 alone; 190,000 tested, 0.91% active;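 active means activation above the screen-wide mean of compound activation plus 3 SD, cut at about 130% in these data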;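 further: 0% = background luminescence of wells with medium and substrate only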
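Material: human STAT1-deficient U3A cells with stable STAT3-luciferase reporter / Probe or stimulus: IL-6 stimulus at 33 ng/mL final / Schedule: 1 h compound pre-exposure, 6 h IL-6 stimulation, 37 °C / Technique: luminescence / Read-out basis: percent of IL-6-only median luminescence / Control set: IL-6-only high control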
STAT3 inh: inhibitors of IL-6 induced STAT3 signaling. U3A cells, IL-6 STAT3-luciferase reporter, luminescence; host cell line lacks STAT1. inhibition, % at 5.5 µM. 190,000 tested, 0.89% active. AID 862;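 active means inhibition above the mean inhibition across all screened compounds plus 3 SD, cut at about 44% in these data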;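 further: 0% = DMSO only wells and 100% = 100 µM nifuroxazide control wells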
* = called active by the depositor; . = no result given.

SMILES	ROMK mod	STAT1 activator	APP 5'UTR act	FLuc stim CS	APP transl inh	STAT1 inh	NF-kB neuron act	FLuc inh counter	STAT3 act	STAT3 inh
Cc1ccccc1NC(=O)c1cccc(N2C(=O)C3C4CCC(C4)C3C2=O)c1 (stereo unspecified)	-1.4	100	-4	1	4	0	1.3	-2	96	5
Cc1ccc(/C=C/C(=O)Nc2cc(S(N)(=O)=O)ccc2O)cc1	0.12	101	12	0.8	-12	-3	1.3	24	119	-14
CCc1cccc(CC)c1NC(=S)NCCc1ccc(O)c(O)c1	0.09	95	-10	1	10	4	1.1	-1	102	-1
CCn1c(SCC(=O)NC2CCCc3ccccc32)nnc1-c1cccs1 (stereo unspecified)	.	98	-2	1.1	2	3	0.76	-10	103	-1
COc1cccc2c1OC[C@@H](CO)[C@H]2N(C)C(=O)Nc1ccc(Cl)cc1	.	106	.	1	.	-6	0.88	0	101	4
COc1ccc(C)cc1NC(=O)CN1CCN(S(=O)(=O)c2ccc(F)cc2)CC1	0.38	104	5	1.1	-5	-4	0.94	-7	99	4
CN(C)CCCOC(=O)CCc1ccccc1	.	100	2	1	-2	0	1	-4	98	2
NNC(=O)CN1C(c2cccc(Cl)c2)=Nc2ccc(Br)cc2C1c1ccccc1 (stereo unspecified)	-2.1	104	15	1	-15	-5	0.86	-3	109	-2
COc1ccccc1C(=O)NC(=O)CSc1cccc[n+]1[O-]	2.1	105	47	1	-47	-7	1	-3	112	-13
Cc1ccc(S(=O)(=O)N(C)C)cc1NC(=S)Nc1ccc2cn[nH]c2c1	1.6	99	4	1.1	-4	0	1	-5	96	12
CN1CCC(OC(=O)c2cccc(Br)c2)CC1	0.018	106	-13	1	12	-7	1.2	-2	99	7
Cc1cccn2c(=O)c(C=O)c(N3CC(C)OC(C)C3)nc12 (stereo unspecified)	-0.27	105	-13	1	12	-7	1	-1	107	-6
Cc1ccc(OCC(O)Cn2c(NCCc3ccccc3)nc3c2c(=O)[nH]c(=O)n3C)cc1 (stereo unspecified)	.	100	-2	1	2	0	1	0	102	3
CCOc1ccc(-c2nnn(CC(=O)NCc3ccc(C)cc3)n2)cc1	.	104	6	1	-6	-6	0.93	-4	106	-4
CC(=O)c1ccc(-n2c(C)ccc2-c2ccccc2)cc1	-2.6	101	.	1.1	.	-2	1.6	-6	106	-9
OC(COc1ccc2c(c1)CCC2)CN1CCN(c2cccc(Cl)c2)CC1 (stereo unspecified)	-2.1	98	-5	1.1	6	2	0.81	-7	99	8
Cc1cccn2cc(-c3ccc(F)cc3)nc12	.	130*	128	0.4	-128	-33	5.8*	59*	95	11
COc1ccc(-n2nc(C(=O)O)c3ccccc3c2=O)c(OC)c1	-0.24	99	1	1.1	-1	2	1.2	-7	102	2
Nc1nc(Nc2cccc3ccccc23)nc(C2CCCC2=O)n1 (stereo unspecified)	.	96	6	1	-6	3	1.1	-1	105	1
O=C(Cn1nc(CNc2ccc(Cl)cc2)[n+]2c1CCCCC2)c1ccccc1	.	99	4	1.1	-4	1	1	-6	95	2
CCCC(=O)NNC(=O)CCC(=O)NCc1ccccc1	0.07	99	-6	1	6	1	1.2	1	100	5
CCOC(=O)Cn1c(=O)oc2cc(S(=O)(=O)N3CCc4ccccc43)ccc21	.	102	-7	1.1	6	-2	1.4	-5	111	-4
CS(=O)(=O)N1CCN(C(=O)c2ccc(Br)s2)CC1	.	99	-12	1	12	1	1.1	-2	102	0
CCc1nnc(NC(=O)c2c(C)nn(-c3ccccc3)c2Cl)s1	.	103	0	1	0	-3	1.3	-2	80	28
COc1ccc(CCN2C(=O)c3cccnc3C2=O)cc1OC	0.29	92	0	1.1	0	9	1.2	-7	89	20
(more compounds)
SMILES	ROMK mod	STAT1 activator	APP 5'UTR act	FLuc stim CS	APP transl inh	STAT1 inh	NF-kB neuron act	FLuc inh counter	STAT3 act	STAT3 inh
Cc1cc(Nc2ccc(Br)cc2)n2nc(C)nc2n1	.	95	-27	1	27	7	0.98	-1	89	14
Clc1ccccc1N/N=C/c1ccc2c(c1)OCO2	0.11	135*	114	0.9	-114	-39	3.1	6	106	-3
C#CCOCCOCCOCCNc1nc(N2CCN(C(=O)[C@H]([C@@H](C)CC)n3cc([C@@H](N)CC(C)C)nn3)CC2)nc(N2CCN(C(=O)[C@H](Cc3ccc(O)cc3)n3cc([C@@H](N)C(C)CC)nn3)CC2)n1 (stereo partly specified)	.	108	6	1	-6	-7	1.1	-4	.	.
O=C(NCCc1ccccc1)c1ccc(Cl)nc1	.	156*	73	0.8	-73	-54	3	19	97	8
COc1ccccc1NCC(=O)NNC(C)C(=O)Nc1cccc(Cl)c1 (stereo unspecified)	0.62	100	-8	1	8	0	1.4	-4	104	-4
CC(C)CCN1CCN(Cc2ccc(N3CCNC3=O)cc2)CC1CCO (stereo unspecified)	1.2	114	9	1	-9	-18	1.3	-1	105	0
COc1ccc(NC(=O)/C=C/c2ccc(OC)c(OC)c2)cn1	2.1	96	15	1.1	-15	2	1.1	-6	81	28
CCN(CC(=O)NCc1ccc(Cl)cc1)C(=O)c1ccc(S(=O)(=O)N(C)C)cc1	0.024	95	-4	1.1	4	6	1.1	-7	103	-2
O=C(Nc1ccccc1)c1cc(N2CCOCC2)nc2ccccc12	-1.1	106	0	1	0	-7	1.1	-3	114	-16
Cc1nn(C)cc1/C=N/NC(=O)c1ccc2c(c1)OCO2	.	102	-19	0.9	19	-2	1.5	12	105	0
Cc1cc(S(=O)(=O)Nc2c(C)ccc3nsnc23)ccc1F	.	99	-15	1	15	1	1.2	0	96	6
CCOC(=O)Cn1c(=O)oc2cc(S(=O)(=O)N3CCC(N4CCCCC4)CC3)ccc21	.	103	3	1.1	-2	-4	0.97	-5	109	-2
COc1ccc(N2CCN(C(=S)Nc3cccc(C)c3)CC2)cc1	.	98	7	1.1	-7	3	0.85	-7	92	16
O=C1c2cccnc2C(O)N1Cc1ccccc1 (stereo unspecified)	.	88	-6	1.1	6	13	1.3	-9	97	6
CCOC(=O)C1CCCN(C(=O)c2c(-c3ccccc3Cl)noc2C)C1 (stereo unspecified)	.	93	5	1	-5	7	1.2	-3	100	6
CCOc1ccc2nc(NS(=O)(=O)c3ccc(NC(C)=O)cc3)sc2c1	-0.17	99	-2	1	2	1	1.1	-3	105	-2
CCOC(=O)c1ccc(NC(=O)C2CCN(S(=O)(=O)CC)CC2)cc1	.	106	7	1	-7	-6	1.1	0	89	16
COC(=O)c1cn(NC(=O)c2cccc(F)c2)c(=O)c2ccccc12	0.071	99	1	1	-1	1	1	-2	93	14
Cn1c(SCc2ccc3c(c2)OCO3)nnc1-c1ccccc1	.	101	7	1.1	-7	-1	1.8	-5	104	-1
O=C(NCC(=O)N(c1ccccc1)C(C(=O)NC1CCCC1)c1cccnc1)c1ccco1 (stereo unspecified)	.	101	15	1.1	-15	-1	1.3	-8	102	-3
CCOC(=O)N1CCN(C(=O)Nc2ccccc2)CC1	0.33	105	4	1	-4	-7	1	-1	97	11
COc1ccc(-c2cc3ccc(OCc4nn[nH]n4)cc3oc2=O)cc1OC	.	96	-5	0.9	5	4	1.1	14	99	7
CCc1nnc(SCc2ccc(CSc3nnc(CC)n3N)cc2)n1N	-0.012	107	13	1.1	-13	-8	1.1	-6	102	1
CS(=O)(=O)N(CC(=O)Nc1cccnc1)c1ccc2c(c1)OCCO2	.	98	10	1	-10	2	1.2	-1	99	5
CC1(C)CC(=O)C(N=Nc2ccc(OC(F)F)cc2)=C(O)C1	0.42	88	22	0.9	-22	14	1.2	5	92	14
Additional records follow.
SMILES	ROMK mod	STAT1 activator	APP 5'UTR act	FLuc stim CS	APP transl inh	STAT1 inh	NF-kB neuron act	FLuc inh counter	STAT3 act	STAT3 inh
CCOc1ccc(C(=O)NCCN2CCOCC2)cc1	0.21	105	6	1	-6	-7	1.3	-4	97	8
Cc1cc(C)c(C)c(S(=O)(=O)N2CCN(CC(=O)Nc3sccc3C#N)CC2)c1C	0.11	97	12	1	-12	3	0.62	-1	95	4
CCOc1ccc2nc(NCCNS(=O)(=O)c3ccccc3)c(C#N)cc2c1	.	102	7	1.1	-7	-2	1.4	-5	98	9
Cc1cc(=O)[nH]c(N/N=C/c2ccc(C)o2)n1	-0.0069	99	14	1	-14	1	1.2	-4	107	-4
CCOc1ccc(NC(=O)c2ccc(NC(=S)NC3CC3)cc2)cc1	-0.2	106	70	1	-70	-6	1.1	3	89	18
CN1CCN(c2ccc([N+](=O)[O-])cc2NC(=O)c2ccccc2)CC1	-0.66	103	0	1.1	0	-4	1.2	-7	113	-11
COC(=O)c1[nH]c2ccc(C)cc2c1NC(=O)CN1CCCc2ccccc21	.	92	14	1	-14	9	0.75	3	135*	-40
Cc1nc(-c2ccccc2)sc1C(=O)/C=C/c1ccc(Cl)cc1	.	97	16	1	-16	4	1.3	-4	103	-2
CCN(CC)c1ccc(NC(=O)OC)cc1	.	102	10	1	-10	-2	1.2	-4	94	9
Cc1cccc(NCc2nc3ccccc3n2C)c1	-0.89	123	60	0.8	-60	-25	2.1	18	111	-7
CCN(CC)S(=O)(=O)c1cccc(NC(=O)COC(=O)C2COc3ccccc3O2)c1 (stereo unspecified)	0.068	91	8	1.1	-8	10	1	-10	101	-2
COc1ccc(OCC(O)COc2ccc(C(=O)O)cc2)cc1 (stereo unspecified)	.	96	-4	0.9	4	4	1.1	7	97	7
C=CCC(C#Cc1ccc(C)cc1)N(CC)CC (stereo unspecified)	0.65	100	-3	1.1	3	0	1.1	-9	100	6
O=C(NN=C1CCN(Cc2ccccc2)CC1)c1ccccc1	.	121	88	1.1	-88	-23	1.4	-6	108	-6
Nc1n[nH]c2ccccc12	1.1	98	-15	1.1	15	1	1.5	-7	136*	-44
CC(=O)c1c(C)n(C)c2ccc(OC(=O)c3ccco3)cc12	0.35	102	-16	1	16	0	1.5	-4	95	9
Cc1ccccc1C(=O)N1CCN(c2ccc(NC(=O)c3ccco3)cc2Cl)CC1	.	103	-23	1	23	4	0.34	-4	104	-2
COc1cc(NC(=O)c2ccc3c(SCC(=O)O)c4c(nc3c2)CCCC4)cc(OC)c1OC	0.89	97	-16	1.1	16	3	1.2	-5	114	-2
O=C(Cn1cc2c(n1)CCCC2)NCCCN1CCN(c2ccccc2F)CC1	.	103	-2	1.1	2	-3	0.95	-8	105	4
CCOC(=O)C1(Cc2ccc(OC)cc2)CCN(C(=O)c2sc(C)nc2C)CC1	0.49	90	22	1	-22	11	1	-1	84	23
O=C(Nc1cccc2ccccc12)c1onc2c1CCCC2	0.17	124	73	0.8	-73	-26	2.5	23	106	-3

Reformatted with two lines to a compound: four of the compounds above
The line under a structure holds: ROMK mod | STAT1 activator | APP 5'UTR act | FLuc stim CS | APP transl inh | STAT1 inh | NF-kB neuron act | FLuc inh counter | STAT3 act | STAT3 inh
Cc1cc(=O)[nH]c(N/N=C/c2ccc(C)o2)n1
 : -0.0069 | 99 | 14 | 1 | -14 | 1 | 1.2 | -4 | 107 | -4
CCOc1ccc2nc(NCCNS(=O)(=O)c3ccccc3)c(C#N)cc2c1
 : . | 102 | 7 | 1.1 | -7 | -2 | 1.4 | -5 | 98 | 9
C=CCC(C#Cc1ccc(C)cc1)N(CC)CC (stereo unspecified)
 : 0.65 | 100 | -3 | 1.1 | 3 | 0 | 1.1 | -9 | 100 | 6
Nc1n[nH]c2ccccc12
 : 1.1 | 98 | -15 | 1.1 | 15 | 1 | 1.5 | -7 | 136* | -44
